Assay outcomes as filed in PubChem.
GRP78 ERSR act – ER stress response induction in glioma | hit rate 0.02% among 420,000 | AID 602332 | U87-MG GRP78 promoter luciferase reporter, 16 h | Potency, µM, for the others: top-dose activation, hits mostly activators; also: potency is read from the fitted curve at half-maximal effect; series mostly up to about 76 µM; % of control where 0% means no effect; nearly all actives have a fitted effect of over 35% in size
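Stably transfected U87-MG glioma cells carrying a GRP78-based luciferase sensor; 16 h compound incubation. Luminescence end-point read 10 min after Bright-Glo addition at room temperature.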
D1 antagonist – antagonists of human D1 dopamine receptor. P21728. HEK293 TREx D1 cells, calcium flux, dopamine EC80; active compounds read low. activity change, negative = inhibition, % at 10 µM. hit rate 3.2% among 360,000. AID 504652; in the data active = activity change below about -30%; also: % is scaled to controls: 0 for no effect and ±100 for the full control effect
Target sequence (P21728 whole entry, looked up): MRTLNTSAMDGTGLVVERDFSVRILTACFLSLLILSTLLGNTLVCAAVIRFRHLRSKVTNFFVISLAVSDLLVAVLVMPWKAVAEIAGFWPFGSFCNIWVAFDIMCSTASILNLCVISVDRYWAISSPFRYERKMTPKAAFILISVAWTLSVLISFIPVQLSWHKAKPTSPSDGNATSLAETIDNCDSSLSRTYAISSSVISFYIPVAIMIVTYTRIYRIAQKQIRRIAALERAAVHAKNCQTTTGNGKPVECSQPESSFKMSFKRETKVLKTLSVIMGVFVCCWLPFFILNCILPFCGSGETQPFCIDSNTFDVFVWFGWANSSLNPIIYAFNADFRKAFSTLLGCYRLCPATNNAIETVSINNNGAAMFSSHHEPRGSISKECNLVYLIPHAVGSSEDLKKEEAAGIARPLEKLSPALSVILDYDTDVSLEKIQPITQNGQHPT
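HEK293 T-REx cells expressing inducible, force-coupled D1 receptor; no-wash Ca dye, 30–90 min RT. Cmpd → 180 s read at 1 Hz → EC80 DA → 180 s read.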
Vif-APOBEC3G blk – blocks the Vif interaction with human APOBEC3G | Q9HC16 | HeLa A3G-eYFP + Vif (tagged APOBEC3G with the HIV-1 protein that degrades it), YFP fluorescence, overnight | Potency, µM (top dose mostly 46.1 µM), for the others: at the highest dose activity, negative = active, actives largely listed as inhibitors | hit rate 0.076% among 410,000 | AID 602310;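 also: potency is read from the fitted curve at half-maximal effect; % is scaled to controls: 0 for no effect and ±100 for the full control effect; nearly all actives have a fitted effect of over 60% in size; hits raise eYFP signal because A3G escapes Vif-driven loss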
Target sequence (Q9HC16 whole entry, looked up): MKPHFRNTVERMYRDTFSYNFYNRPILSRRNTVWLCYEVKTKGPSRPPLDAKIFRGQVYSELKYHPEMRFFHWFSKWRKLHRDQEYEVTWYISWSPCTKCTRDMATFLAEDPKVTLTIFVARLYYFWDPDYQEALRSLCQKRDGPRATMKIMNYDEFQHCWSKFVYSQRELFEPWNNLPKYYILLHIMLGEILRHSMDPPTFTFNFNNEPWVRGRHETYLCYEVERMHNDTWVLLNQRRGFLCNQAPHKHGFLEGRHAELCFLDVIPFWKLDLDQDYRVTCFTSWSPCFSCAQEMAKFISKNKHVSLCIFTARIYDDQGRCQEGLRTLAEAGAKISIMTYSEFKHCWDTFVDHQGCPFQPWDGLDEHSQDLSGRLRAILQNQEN
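HeLa cells stably expressing Vif and C-terminally eYFP-tagged A3G, seeded overnight at 37 deg C, then exposed to compound by pintool overnight at 37 deg C. Rise in yellow fluorescence (Ex 488/Em 500-530, Acumen) marks blocked Vif-driven A3G degradation.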
RXFP1 agonist – activates the human relaxin receptor RXFP1; HEK293T-RXFP1 cAMP TR-FRET, 30 min; response scale: percent of porcine relaxin response, buffer zero; Potency, µM (highest dose often 57.5 µM), without a hit: at the highest dose activation, most hits filed as activators; hit rate 0.3% among 370,000; AID 2676; also: potency is read from the fitted curve at half-maximal effect; % is scaled to controls: 0 for no effect and ±100 for the full control effect; nearly all actives have a fitted effect of over 60% in size; many of its hits are not listed in these tables
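HEK293T cells stably expressing RXFP1 were pretreated with the PDE4 inhibitor Ro 20174, exposed to compounds for 30 min at 37C, lysed, and cAMP was read by TR-FRET. Data normalized to buffer (basal) and 29 nM porcine relaxin (100%).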
LDHA block – blocks human lactate dehydrogenase A | P00338 | purified LDHA, NADH/diaphorase-resazurin fluorescence; active compounds read low | activity change, % (values are at about 110 or 230 µM) | hit rate 0.15% among 480,000; in the data active = activity change below about -30%; inconclusive = mostly about -25% to -30%;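 also: plate controls were DMSO wells for no effect and wells without enzyme for full effect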
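Resorufin fluorescence (ex540/em590), read at 0 and 20 min after diaphorase/resazurin addition, reports the NADH left after a 5 min room-temperature reaction of 2 nM human LDH5 with 0.06 mM NADH and 0.2 mM pyruvate.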
Vif-A3F inh – Vif-A3F binding inhibition; HeLa A3F-eYFP + Vif (tagged APOBEC3F with the HIV-1 protein that degrades it), YFP fluorescence increase; Potency, µM (series often up to 46.1 µM), inactives show top-dose activity, negative = active; hit rate 0.2% among 390,000; AID 602313; also: potency is read from the fitted curve at half-maximal effect; % of control where 0% means no effect; nearly all actives have a fitted effect of over 65% in size
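HeLa cells stably expressing Vif plus C-terminally eYFP-tagged A3F were seeded, incubated overnight at 37 deg C, dosed with compound, incubated overnight again at 37 deg C. Yellow fluorescence (Ex 488/Em 500-530) reported blocked Vif-mediated A3F-eYFP degradation.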
D1 ag – human D1 receptor agonism; P21728; HEK293 T-REx D1 cells, calcium flux, agonist mode; activation, % at 2 µM; hit rate 1% among 360,000; AID 504660; in the data active = activation above about 30%; also: 0% is about no effect
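Tetracycline-induced HEK293 TREx D1 cells, force-coupled to calcium signalling, were dye-loaded with a no-wash calcium kit. Compound was pin-added after a 10 s baseline. Fluorescence was read kinetically at 1 cycle/s for 180 s, with calcium rises flagged as agonism.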
D2 potentiator – positively modulates the human D2 dopamine receptor allosterically; P14416; HEK293 T-REx D2, calcium flux, EC20 dopamine potentiation; potentiation, % at 10 µM; hit rate 0.34% among 340,000; AID 485347;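 active = potentiation over 3 SD above the plate norm, cut at about 30% in these data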; also: 0% is about no effect
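Calcium flux readout, no-wash dye, 1 read/s. Inducible HEK293 Trex D2 line, overnight 30 C. Compound alone 180 s (agonist flags), then EC20 dopamine, another 180 s to score potentiation.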
D1 potentiator – human D1 dopamine receptor positive modulation; HEK293 TREx D1 cells, calcium flux, dopamine EC20 potentiation; potentiation, % at 10 µM; hit rate 0.036% among 360,000; in the data active = potentiation above about 30%; also: 0% is about no effect
Numbers without * were called inactive; ? = inconclusive; · = not tested or not shown; & = joins results of further samples. Unless noted, calls follow the shape of the dose curve; as a rule, active = well fitted curve in the direction sought with a large enough effect; inconclusive = small, poorly fitted or top-dose-only effect, or another doubt; inactive = no such curve, though single readings can be large; an effect the other way counts as inactive or inconclusive. Some of the compounds tested; count on the stated rates, not on these rows.

compound,GRP78 ERSR act,D1 antagonist,Vif-APOBEC3G blk,RXFP1 agonist,LDHA block,Vif-A3F inh,D1 ag,D2 potentiator,D1 potentiator
COc1ccc(NC(=O)c2ccc(NC(=O)c3ccncc3)cc2)cc1,0%,-7,0%,11%,-7,8%,0,-7,2
Nc1ccc(Nc2ccccc2)c(S(=O)(=O)O)c1,-3%,-22,-2%,-1.6%,6,-1%,3,-8,-4
O=C(CCc1ccccc1)c1nnc(-c2ccccc2)o1,5%,-3,-2%,-4.5%,-5,?,3,2,-4
Cc1csc(NC(=O)CSc2nnc(-c3ccc(S(=O)(=O)N4CCCC4)cc3)o2)n1,3%,20,-13%,1.5%,-7,-9%,3,13,15
CCOc1ccc(S(=O)(=O)Nc2ccc3c(c2)OCO3)c2cccnc12,-1%,-7,0%,1.4%,4,·,25,6,0
O=C(Nc1c(-c2cccs2)nc2ccccn12)c1ccccc1F,-1%,1,7%,-0.7%,-6,7%,2,-4,3
CCc1ccccc1NC(=S)N(CCN(C)C)C(C)c1ccccn1 (centres undefined),-4%,·,1%,-2.9%,2,-5%,0,6,0
Cc1ccc(S(=O)(=O)N(CC(=O)NCc2cccnc2)C2CCCCC2)cc1,0%,18,-5%,-1.6%,-3,-10%,3,9,10
Cc1ccccc1C(=O)OCCN1CCOCC1,0%,4,3%,-1.3%,-2,2%,7,-5,-1
COc1cccc(N2CC(C(=O)Nc3nnc(SCC(=O)NCc4ccco4)s3)CC2=O)c1 (centres undefined),7%,-22,1%,-0.5%,0,-12%,-1,6,-2
CC(=O)c1ccc(OCc2cc(C(=O)N3CC4C[C@@H]5CC3C[C@H](C4)C5)no2)cc1,1%,-12,0%,2.3%,2,6%,15,2,-10
Cc1cc(C)c2ccc(C)[n+]([O-])c2c1O,?,-16,2%,-1.2%,10,0%,2,1,-5
O=C(NCCCO)C(=O)NCC(c1ccc2c(c1)OCO2)N1CCOCC1 (centres undefined),-5%,-7,2%,0.3%,-3,0%,1,-1,-5
O=C1COc2ccc(C(=O)CSc3nc4ccccc4c(=O)n3-c3ccc(Cl)c(Cl)c3)cc2N1,-2%,-5,?,24%,-2,10µM*,2,-1,8
CCOC(=O)c1cnn(-c2ccc(C(F)(F)F)cn2)c1N,4%,-10,2%,-1.5%,3,1%,0,0,-4
CC(C)(C)C1CCc2c(C(=O)NNC(=O)/C=C/C(=O)O)csc2C1 (centres undefined),1%,-32*,0%,-0.8%,-4,3%,1,-15,-5
CN(C)S(=O)(=O)c1cccc(NC(=O)COC(=O)c2cccn2C)c1,0%,-13,0%,1.6%,-8,0%,5,2,-9
CCCSc1nsc(NC(=O)CCC)n1,-2%,-17,-2%,-2.7%,0,12%,6,·,-4
Clc1ccc(CCNc2nc3cc(Cl)c(Cl)cc3n3cnnc23)cc1,-2%,6,-5%,?,-3,-20%,0,3,3
CCCCSc1cc(C)nc2ncnn12,-4%,14,0%,9.8%,-7,-4%,6,17,1

4 entries picked at random from the list so far:
compound,GRP78 ERSR act,D1 antagonist,Vif-APOBEC3G blk,RXFP1 agonist,LDHA block,Vif-A3F inh,D1 ag,D2 potentiator,D1 potentiator
COc1ccc(NC(=O)c2ccc(NC(=O)c3ccncc3)cc2)cc1,0%,-7,0%,11%,-7,8%,0,-7,2
O=C(CCc1ccccc1)c1nnc(-c2ccccc2)o1,5%,-3,-2%,-4.5%,-5,?,3,2,-4
CCOc1ccc(S(=O)(=O)Nc2ccc3c(c2)OCO3)c2cccnc12,-1%,-7,0%,1.4%,4,·,25,6,0
CCc1ccccc1NC(=S)N(CCN(C)C)C(C)c1ccccn1 (centres undefined),-4%,·,1%,-2.9%,2,-5%,0,6,0

New compounds follow:
compound,GRP78 ERSR act,D1 antagonist,Vif-APOBEC3G blk,RXFP1 agonist,LDHA block,Vif-A3F inh,D1 ag,D2 potentiator,D1 potentiator
c1ccn(-c2ccc(N3CCOCC3)cc2)c1,3%,-3,1%,-1.4%,-1,1%,5,6,-1
CCOc1cc(CNCc2ccccc2)ccc1OCC(=O)NC1CCCCC1,-6%,-9,0%,2.1%,-2,4%,34*,0,-4
CN(CC(=O)Nc1ccccc1Br)C(=O)c1n[nH]c2ccccc12,-4%,6,0%,0.4%,-1,-7%,2,-6,-3
O=C(O)c1ccc(CNC(=O)c2ccc(S(=O)(=O)N3CCCC3)cc2)cc1,-5%,·,-1%,·,-11,0%,·,·,·
Cc1ccsc1C(=O)NNC(=O)COc1ccc(Br)cc1,-3%,·,-1%,·,-12,-16%,·,·,·
CCc1ccc(OCCOCCN2CCN(C)CC2)cc1,1%,-6,-1%,-0.6%,-18,9%,-3,-6,-3
COCCn1c(C)cc(C(=O)CSc2nnc(C3CC3)n2C2CC2)c1C,-1%,10,0%,-2.0%,-6,-36%,-1,-9,-11
CCOC(=O)C1=C(C)NC(=O)NC1/C=C\c1ccccc1 (centres undefined),-7%,-13,-5%,1.1%,-4,8%,2,11,3
CN(C)S(=O)(=O)c1ccc(C(=O)OCCn2cnc3c2c(=O)n(C)c(=O)n3C)cc1,-2%,-3,1%,?,-2,14%,5,-3,-2
O=C(NCCc1c[nH]c2ccccc12)C(=O)NCC(c1ccco1)N1CCN(c2ccccc2F)CC1 (centres undefined),-7%,-7,-7%,1.7%,-6,-3%,4,-7,-4
CCC(C)NC(=O)CO/N=C/c1ccccc1OC(F)F (centres undefined),-4%,-3,0%,0.3%,-3,6%,6,3,-2
O=C(CN(c1ccc(F)cc1)S(=O)(=O)c1ccc2c(c1)OCCO2)N1CCOCC1,-2%,-6,1%,0.9%,2,1%,-3,-1,-5
Cc1cc(C(=O)CCC(=O)Nc2ccc(S(N)(=O)=O)cc2)c(C)s1,-2%,2,-6%,4.3%,-20,3%,1,3,-5
Cc1cccc(C)c1N1C(=O)CN(Cc2ccccc2)C1=S,-2%,7,0%,0.0%,-1,-3%,0,0,-8
CCOc1ccc(/C=N/n2c(SC)nnc2-c2ccccc2)cc1OCC,-5%,10,0%,4.5%,-5,-4%,5,10,1
CCc1cc(=O)oc2c(C)c(OC(C)C(=O)NCCCN3CCOCC3)ccc12 (centres undefined),-3%,-12,-2%,6.0%,-2&2,2%,2,-10,-4
Cc1cccc2c1NC(=O)C2(O)N1CCCC(C)C1 (centres undefined),1%,-8,1%,0.4%,-9,7%,0,3,-2
Cc1c(NC(=O)c2ccc(N3CCC(C)CC3)c([N+](=O)[O-])c2)cccc1-c1nc2ccccc2o1,-2%,-8,3%,0.1%,-2,2%,2,9,-1
COc1ccc(C2CCCN2C(=O)Nc2cccc(C(C)=O)c2)cc1OC (centres undefined),5%,-5,-8%,0.0%,-3,-5%,0,·,-4
Cc1ccccc1NC(=O)C1CC(=O)N(c2ccc3c4c(cccc24)CC3)C1 (centres undefined),-1%,·,-7%,-0.2%,-1,-3%,·,·,·

New compounds follow
compound,GRP78 ERSR act,D1 antagonist,Vif-APOBEC3G blk,RXFP1 agonist,LDHA block,Vif-A3F inh,D1 ag,D2 potentiator,D1 potentiator
Cc1c(O)nc(SCC(=O)Nc2ccc3c4c(cccc24)CC3)n(-c2ccc(F)cc2)c1=O,-2%,8,-8%,2.0%,-7,-4%,0,6,0
CC(C)c1ccc(NC(=O)[C@@H](NC(=O)N2CC(=O)Nc3ccccc32)C(C)C)cc1,0%,-5,-16%,-0.4%,-3,-6%,2,-8,-6
COc1ccc(/C=C2\SC(=O)N(CC(=O)Nc3ccccc3O)C2=O)cc1OC,-3%,1,-12%,-0.6%,-3,8%,2,7,-5
CC1CCCCC1NC(=O)COC(=O)/C=C/c1ccco1 (centres undefined),-2%,11,0%,-0.5%,-2,-17%,0,-8,5
COC(=O)N(C)C[C@@H]1OCc2cnnn2CCCC(=O)N([C@H](C)CO)C[C@H]1C,-6%,·,-3%,·,0,4%,·,·,·
CCOc1cc(C(=O)NC)cc(OCC)c1OCC,-1%,5,-1%,1.0%,-9,3%,0,-2,-4
NS(=O)(=O)c1cccc(NC(=O)COC(=O)C2CCN(S(=O)(=O)c3cccs3)CC2)c1,-6%,-16,1%,-0.1%,-1,5%,2,8,1
CCn1c(SCC(=O)Nc2nccs2)nnc1-c1ccc(C)cc1,0%,-7,5%,-0.9%,-4,-8%,-1,20,0
O=C(CSc1nc2ccccc2[nH]1)Nc1ccc2[nH]c(=O)[nH]c2c1,-2%,-17,-2%,1.4%,2,1%,3,-2,1

Records listed so far marked active in D1 ag.
compound,GRP78 ERSR act,D1 antagonist,LDHA block,D1 ag,D2 potentiator,D1 potentiator
CCOc1cc(CNCc2ccccc2)ccc1OCC(=O)NC1CCCCC1,-6%,-9,-2,34*,0,-4
